# SKBR3 24h inh: SK-BR-3 proliferation inhibitors, primary screen, cell-based, human, 24 h | SK-BR-3 viability, CellTiter-Glo ATP luminescence; hits give low values | 41,000 tested, 0.47% active | viability, % at 10 µM;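 active = viability at or below the median of all test compounds minus 3 SD, in both replicates if run twice, cut at about 45% in these data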;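 also: 100% = median untreated cell wells and 0% = median positive control drug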
# Active calls of the source: *. An excerpt; count on the stated rates, not on these rows.
SMILES,SKBR3 24h inh
CN1CCN(C(=O)c2cc3nc(-c4ccccc4)cc(C(F)(F)F)n3n2)CC1,118.2
CC(=O)c1ccc(NC(=O)CCc2c(C)nc3ncnn3c2C)cc1,84.8
O=C(OC(C(=O)NCc1ccc2c(c1)OCO2)c1ccccc1F)c1ccco1 (stereo not given),88.8
O=C(Nc1ccccc1)c1cccnc1Nc1ccccc1,91.7
CCSc1nnc(NC(=O)c2ccccc2)s1,99.6
Cc1cc(C(F)(F)F)nn1CC(=O)Nc1cccnc1,79.1
COC(=O)c1ccc(-c2sc3nc(N4CCOCC4)c4c(c3c2N)CCCC4)o1,87.0
Cc1c(C(=O)OCc2ccccc2)nnn1-c1nonc1N,105.3
CCO/C=N/c1c(C#N)c(CC#N)nn1-c1ccccc1,97.1
O=c1[nH]c(=O)n(C2CCCCCC2)c(O)c1C=NCc1ccc(F)cc1,87.9
COCCCn1c(SCC(=O)Nc2ccc(C(C)=O)cc2)nc2ccccc2c1=O,76.2
CC(=O)N1CCC2(CC1)C(C#N)=C(N)Oc1n[nH]c(CSc3ccc(C)cc3)c12,115.4
COc1cccc(NC(=O)Cn2c(=O)n(CCCC(=O)NCc3ccco3)c(=O)c3ccccc32)c1,68.5
Cc1ccc(CN(CC(=O)NCCc2ccccc2)C(=O)CCCC(=O)Nc2cc(C)on2)cc1,70.9
CC(C)(C)c1ccc(SCC(N)=O)cc1,104.4
CCOC(=O)CSc1nnc(CNc2ccc(Cl)cc2)n1-c1ccccc1,83.1
CCCCN1C2CCCC1CC(NC(=O)c1ccc(OC)c(OC)c1)C2 (stereo not given),97.7
COc1ccc(-c2coc3cc(O)cc(O)c3c2=O)cc1,109.0
CCOC(=O)c1sc(NC(NC(=O)c2ccco2)(C(=O)OC)C(F)(F)F)nc1C (stereo not given),85.4
COc1ccccc1N1CCN(S(=O)(=O)c2ccc(Cl)s2)CC1,90.9
Cn1ccnc1SCc1cc(=O)[nH]c2ccccc12,80.2
O=C(CSc1ncc(-c2ccc(F)cc2)[nH]1)Nc1cccc(O)c1,93.3
O=C(Cc1cccs1)Nc1nnc(CCc2ccccc2)s1,90.9
N#Cc1c(/N=C/c2ccco2)sc2c1CCC2,101.8
Cc1ccc(N=c2oc3cc(O)ccc3cc2C(N)=O)cc1,81.7
O=C(Nc1ccc(S(=O)(=O)Nc2ccc(Cl)cc2)cc1)C1CCCO1 (stereo not given),107.2
Cc1ccc(N2CC(C(=O)Oc3cccc(N4C(=O)CCC4=O)c3)CC2=O)cc1 (stereo not given),79.4
Cn1c(SCc2ccccc2)nnc1-c1ccncc1,84.9
COc1ccc(-c2nc(S(=O)(=O)c3ccc(C)cc3)c(N3CCCC3)o2)cc1,88.8
CCc1nc(N)c(C#N)c(-c2ccccc2OC)c1C,117.3
O=NC1=C(c2c(O)[nH]c3ccccc23)CCCC1,92.7
CCOc1ccc(OCC)c(NC(=O)CSc2nnc(-c3cccnc3)o2)c1,118.0
CC1CCc2cc(F)cc3c(O)c(C(=O)NCc4ccco4)c(=O)n1c23 (stereo not given),101.5
Cn1c(=O)[nH]c(=O)c2c1nc(NCc1ccccc1)n2CC(O)c1ccccc1 (stereo not given),75.1
O=C(CCNS(=O)(=O)c1cccc2nsnc12)Nc1ccc2c(c1)OCCO2,86.3
CSc1nc(C)cc(OCCNS(=O)(=O)c2cc(C)ccc2C)n1,82.3
CCn1c(Sc2ccc(N)cc2Cl)nc2ccccc21,85.1
CCCCNC(=O)C(NS(=O)(=O)c1cccc2nsnc12)c1ccccc1 (stereo not given),87.7
CC(Sc1cccc2cccc(C(=O)O)c12)C(=O)O (stereo not given),98.9
CC(C)c1nc(NCCN2CCOCC2)c(C#N)c2c1COC(C)(C)C2,115.0
COCCn1c(SCC(=O)Nc2cccc(C)c2)nnc1C(C)C,101.5
Brc1ccc(-c2nc(-c3ccncc3)no2)o1,79.0
O=C(c1ccccc1)N1CCCC(c2nc3c(nnn3Cc3ccccc3)c(=O)[nH]2)C1 (stereo not given),83.7
CCOC(=O)C1(C)NC(c2ccc(N(C)C)cc2)C2C(=O)N(CC)C(=O)C21 (stereo not given),68.2
O=C(Nc1nc2c(s1)CCCC2)c1ccc(Br)o1,66.9
COC(=O)c1sc(=S)n(-c2ccccc2)c1N,103.4
COc1cccc(CC(=O)NCC2COc3ccccc3O2)c1OC (stereo not given),119.2
O=c1cc(CSc2nnnn2-c2ccccc2)[nH]c2[nH]n(-c3ccccc3)c(=O)c12,102.3
CC(C)(C)OC(=O)NCCc1nnc(SCC(=O)c2ccc(Cl)cc2)o1,92.8
Cc1ccccc1NC(=O)N1CCCC(c2nc(-c3ccc(C(C)C)cc3)no2)C1 (stereo not given),95.7
Cc1cc(C)nc(N(C#N)CC(=O)N(c2ccccc2)C(C)C)n1,90.0
O=C(NCc1ccccn1)c1cc2n(n1)C(C(F)(F)F)CC(c1ccco1)N2 (stereo not given),95.8
O=C(NCc1cccnc1)C1CC(=O)N(c2ccc(F)cc2)C1 (stereo not given),80.5
COc1ccc(NS(=O)(=O)c2ccc(NC(C)=O)cc2)cc1OC,85.3
Cc1c(C(=O)NCCC2=CCCCC2)oc2ccc(S(=O)(=O)N3CCC4(CC3)OCCO4)cc12,69.0
COC(=O)C1=C(O)CSC1=Nc1cccc(C(F)(F)F)c1,77.2
CCn1cc(C(=O)O)c(=O)c2cnc(N3CCN(C(=O)Nc4ccccc4)CC3)nc21,103.4
Cc1[nH]c2ccc3c(ncn3CCC#N)c2c1C,136.1
O=S(=O)(Nc1ccc2c(c1)nc1n2CCN(Cc2ccccc2)C1)c1ccc(Cl)cc1,94.3
Cc1ccc(C)c2[nH]c(=O)c(CN(CCCN(C)C)C(=O)NCc3ccccc3)cc12,43.9*

# Further results:
SMILES,SKBR3 24h inh
CCOc1c(Br)cc(C(N)=O)cc1OC,100.0
CCCCOc1ccc(C(C)NC(=O)C2CCCN(S(=O)(=O)CC)C2)cc1 (stereo not given),79.4
CCOC(=O)C1=C2SCCN2C(=O)C(C#N)C1(C)C (stereo not given),116.3
COc1ccc(OC)c(C2=Nn3c(nnc3-c3ccco3)SC2)c1,111.5
COc1ccc(NC(=O)CSc2nnc(Cc3ccccc3)o2)c(OC)c1,86.9
Cc1cc(=O)[nH]c(SCC(=O)Nc2nc(-c3ccccc3)cs2)n1,107.2
c1ccc(-c2nnc3sc(-c4ccncc4)nn23)cc1,90.0
COc1ccc(S(=O)(=O)N2CCC(C(=O)N3CCc4ccccc4C3)CC2)cc1,94.0
Cc1cc(S(=O)(=O)NCC(=O)O)ccc1F,98.9
Cc1cc2ccccc2c(=O)[nH]1,89.2
O=C(c1cccc(Cl)c1)N1CCCC(C(=O)N2CCCCCC2)C1 (stereo not given),94.4
O=C1C2ON(c3ccc(Br)cc3)C(c3cccnc3)C2C(=O)N1C1CCCCC1 (stereo not given),74.3
CCn1c(SCC(=O)N2CC(=O)Nc3ccccc32)nnc1-c1ccoc1C,91.4
COc1ccc(Br)cc1CNC(=O)CCc1nc(-c2ccc(C)cc2)no1,98.0
CCCCCC(=O)Nc1ccc(Cl)cn1,126.9
O=C(c1c(F)cccc1F)N(Cc1ccccn1)C1CCCC1,98.7
CN(C1CCCCC1)S(=O)(=O)c1ccc(NC(=O)CCC(=O)O)cc1,96.9
CCCCc1nnc(NC(=O)C2CCCO2)s1 (stereo not given),84.6
CCn1c(SCC(=O)Nc2cc(C)on2)nc2c(c1=O)SC(C)C2 (stereo not given),100.4
CC(=O)OC1COC(n2ccc3ccccc32)C(OC(C)=O)C1OC(C)=O (stereo not given),99.0
COc1ccc(NS(=O)(=O)c2ccc(NC(=O)C(C)(C(F)(F)F)C(F)(F)F)cc2)nn1,95.1
COc1ccc2c(c1)C(NC(C)=O)C(=O)N2C (stereo not given),104.0
O=C(Nc1ccc(N2CCOCC2)cc1)c1cccc(S(=O)(=O)N2CCCC2)c1,100.4
C=CCn1c(=N)c(C(=O)OCC)cc2c(=O)n3cc(C)ccc3nc21,90.5
COc1cccc(C(=O)Nc2cccc(C(=O)N3CCOCC3)c2)c1,87.3
Cc1cc(N2CCN(C3CCCC3)CC2)n2nc(C)c(-c3ccccc3)c2n1,93.3
CC(C)(C)c1ccc(-c2noc(CCC(N)=O)n2)cc1,110.6
COc1ccc(OC)c(NS(=O)(=O)c2ccc(NC(=O)C3COc4ccccc4O3)cc2)c1 (stereo not given),70.9
CCC(C)(C)NC(=O)C(c1cccnc1)N(CCOC)C(=O)Cn1nnc2ccccc21 (stereo not given),93.6
COc1ccc(C2=CC(c3ccc(Cl)cc3)n3cnnc3N2)cc1OC (stereo not given),40.2*
O=S(=O)(c1ccc2c(c1)OCCO2)N1CCC(n2cnc3cc(F)ccc32)CC1,78.0
c1csc(-c2cnc3n2CCCC3)c1,91.4
c1ccc2c(c1)nc1n2CCS1,108.8
O=S(=O)(NC1CC1)c1ccc(S(=O)(=O)N2CCc3ccccc32)cc1,94.9
COc1ccc(NC(=O)CN(C)S(=O)(=O)c2ccccc2)cc1OC,90.2
Cc1cccn2cc(CNC(=O)c3ccco3)nc12,95.8
CCOC(=O)C1=C(C)N(CCO)C(=O)NC1c1ccccc1 (stereo not given),122.7
O=C1CC(NCc2ccc3c(c2)OCO3)C(=O)N1Cc1ccc2c(c1)OCO2 (stereo not given),71.6
C=CCNC(=O)C1CC(=O)N(c2ccc(OCC(=O)Nc3ccc(OC)cc3)cc2)C1 (stereo not given),87.9
O=C(c1ccc(Cl)cc1)C1CCN(C(=O)N2CCOCC2)CC1,91.5

# Of the compounds above, five have a thiophene ring, fused or not.
SMILES,SKBR3 24h inh
COC(=O)c1ccc(-c2sc3nc(N4CCOCC4)c4c(c3c2N)CCCC4)o1,87.0
COc1ccccc1N1CCN(S(=O)(=O)c2ccc(Cl)s2)CC1,90.9
O=C(Cc1cccs1)Nc1nnc(CCc2ccccc2)s1,90.9
N#Cc1c(/N=C/c2ccco2)sc2c1CCC2,101.8
c1csc(-c2cnc3n2CCCC3)c1,91.4

# (listing goes on)
SMILES,SKBR3 24h inh
C=CCn1c2ccccc2c2nnc(SCc3ccc4nonc4c3)nc21,83.9
CS(=O)(=O)Nc1cccc2cccnc12,123.7
O=C(CSc1oc(-c2ccc(F)cc2)nc1S(=O)(=O)c1ccc(F)cc1)NCC1CCCO1 (stereo not given),111.7
FC(F)(F)c1cc(-c2cccs2)nc(N2CCOCC2)n1,93.7
O=C(Cc1cccs1)Nc1cccc(C(=O)Nc2ccco2)c1,89.1
CC(C)C[C@H]1C(=O)N2CCC[C@H]2[C@]2(O)O[C@](NC(=O)[C@@H]3C=C4c5cccc6[nH]c(Br)c(c56)CC4N(C)C3)(C(C)C)C(=O)N12 (stereo not given in full),92.4
Clc1ccc(C2CC(c3ccco3)n3ncnc3N2)cc1Cl (stereo not given),90.1
COc1ccc(OC)c(C2N(c3ccccn3)C(=O)C3CCCN32)c1 (stereo not given),85.3
O=S(=O)(NCc1ccccn1)c1ccc2c(c1)OCCO2,99.9
COc1ccc(-c2cc(C(F)F)n3ncc(C(=O)NCC4CCCO4)c3n2)cc1 (stereo not given),82.4
COc1cccc(C(=O)Nc2cnc(NC(=O)c3ccco3)cc2C)c1,96.2
CCCOC(=O)Nc1sc2c(c1C(=O)OCC)CCC2,82.1
O=C1C2ON(c3ccccc3)C(c3cccnc3)C2C(=O)N1c1ccccc1 (stereo not given),90.1
CC1CCc2nc(N)c(C#N)c(-c3cccn3C)c2C1 (stereo not given),89.6
CCOC(=O)c1sc(NC(=O)CSc2nnc3c4ccccc4n(CC)c3n2)nc1C,94.8
CCOC(=O)c1cnc(-n2cc(C)cn2)nc1Nc1ccccc1OCC,75.8
O=C1c2ccccc2C(=O)N1OCCOCCOCCON1C(=O)c2ccccc2C1=O,72.7
O=C1CCC(C(=O)Nc2cccc3ccccc23)N1 (stereo not given),98.6
COC(=O)c1[nH]c2cc(OC)ccc2c1NC(=O)CN1CCN(c2cccc(C)c2)C(C)C1 (stereo not given),90.9
CCC(C)OC(=O)C1=C(C)NC(=O)CC1c1ccccc1OC (stereo not given),85.1
O=C(CSc1nc2ncc(Br)cc2[nH]1)Nc1ccc2c(c1)OCO2,101.5
CCN(CC)c1ccc(NC(=O)CCCCCN2C(=O)c3ccccc3C2=O)cc1,77.8
Cn1c(SCC(=O)N2CCCc3ccccc32)nnc1-c1c[nH]c2ccccc12,92.9
CCSCC1COC(c2cccn2Cc2ccc(C)cc2)=N1 (stereo not given),85.1
Cc1cc(C(=O)OCn2nnc3ccccc3c2=O)c(C)o1,77.1
O=C(NCc1ccco1)c1cc2n(n1)C(C(F)(F)F)CC(c1ccc(F)cc1)N2 (stereo not given),82.0
CCCCCCOC(=O)C1=C(C)NC(=O)NC1c1ccc(O)cc1 (stereo not given),106.7
CNC(=O)c1ncnnc1N(C)C(=O)NCc1ccccc1,90.2
O=C(Nc1ccccc1C(=O)NCc1ccc(Cl)cc1)c1ccco1,97.8
Cn1c(=O)[nH]c(=O)c2c1nc(Br)n2CCCCSc1nc2ccccc2o1,106.3
O=C1c2ccccc2-c2c1cccc2C(=O)N1CCN(C(=O)c2ccco2)CC1,96.9
Cc1cc(Cl)c(OCCCn2cncn2)c(Br)c1,82.5
O=C(Nc1cccc2ncccc12)c1cccnc1,95.5
CCCn1nc(NC(=O)c2cccs2)c2cc3cc(OC)ccc3nc21,79.6
CC(=O)NC(C1C(=O)CC(C)(C)CC1=O)(C(F)(F)F)C(F)(F)F,93.6
O=C(Cc1cccs1)Nc1ccc(S(=O)(=O)N2CCCCC2)cc1,84.0

# Five compounds already listed, ordered by molar mass, smallest number first:
SMILES,SKBR3 24h inh
O=C(Nc1cccc2ncccc12)c1cccnc1,95.5
Cc1cc(C(=O)OCn2nnc3ccccc3c2=O)c(C)o1,77.1
CNC(=O)c1ncnnc1N(C)C(=O)NCc1ccccc1,90.2
Cc1cc(Cl)c(OCCCn2cncn2)c(Br)c1,82.5
O=C(Cc1cccs1)Nc1ccc(S(=O)(=O)N2CCCCC2)cc1,84.0

# Gathered by group: those above with a tert-butyl group
SMILES,SKBR3 24h inh
CC(C)(C)c1ccc(SCC(N)=O)cc1,104.4
CC(C)(C)OC(=O)NCCc1nnc(SCC(=O)c2ccc(Cl)cc2)o1,92.8
CC(C)(C)c1ccc(-c2noc(CCC(N)=O)n2)cc1,110.6
